# TAG inh: triacylglycerol accumulation inhibition; H9c2 cells, Nile Red lipid (TAG) fluorescence; cells loaded with 200 µM oleic acid; inhibition, % at 12.5 µM; 230,000 compounds, 0.66% hits; AID 651582;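 active means pattern-corrected inhibition of lipid staining of at least 50% with the nuclear-stain viability signal not falling by more than 50%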;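 further: 0% = DMSO wells and 100% = triacsin C control wells; some results filed as inactive read as strong as hits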
# TAG inh DAPI viability: second read-out of TAG inh, no call of its own (marks repeat the call); DAPI nuclei signal change (viability), lower = more cytotoxic, %;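 whole-well DAPI fluorescence read on a plate reader as a viability signal; minus 50 percent equals half of cells still viable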
# * marks the source's active call; other numbers are inactive results. Some of the compounds tested (hit frequency here may not be typical).
compound | TAG inh DAPI viability | TAG inh
COc1ccccc1-c1cc(C(=O)N/N=C/c2ccc(C)o2)c2ccccc2n1 | 4 | 3
CCCSc1nsc(SCCC)c1C#N | -6 | -4
COC(=O)C(Cc1cncn1COCc1ccccc1)NC(=O)OC(C)(C)C (stereo not given) | -11 | 11
COc1ccc(N(C(=O)Cc2cccs2)C(C(=O)NC2CCCCC2)c2cccn2C)cc1OC (stereo not given) | 7 | 0
CCc1nc2c(OCCOc3ccc(F)cc3)cccn2c1N(C)C(=O)c1ccco1 | -6 | -9
Cc1cccnc1NC(=O)c1sc2ccccc2c1Cl | 7 | -6
Cn1c(N)c(C#N)c2c(c1=S)CSC(C)(C)C2 | 14 | -17
COc1ccccc1-c1nn(Cc2ccccc2)cc1C(=O)NCC(c1ccco1)N1CCCC1 (stereo not given) | -1 | 1
O=C1NC(=O)C(=Cc2ccco2)S1 | 0 | -7
CN1C(=O)N(CC(=O)Nc2sccc2C(N)=O)C(=O)C12CCCCC2 | -5 | 1
CCOC(=O)[C@@H]1[C@H]2COc3cc(OC)ccc3[C@@H]2N2C(=O)N(c3ccc(Cl)cc3)C(=O)[C@]12C | -4 | 2
COc1ccc(/C=C2\CCc3ccccc3C2=O)cc1Cn1cccn1 | -13 | -27
O=C(O)c1cccc(NC(=O)c2ccc3c(c2)C(=O)N(CC2CCCO2)C3=O)c1 (stereo not given) | 10 | -3
CC(C)NC(=O)Nc1ccc2c(c1)C(=O)N([C@H](C)CO)C[C@H](C)[C@@H](CN(C)C(=O)Nc1ccc(C(F)(F)F)cc1)O2 | 0 | 4
Cc1cc(C)c(C(=O)CN2C(=O)NC3(CCCCCC3)C2=O)cc1C | -1 | -10
CN(Cc1ccccc1)c1nc2c(c(=O)[nH]c(=O)n2C)n1CCOc1ccccc1 | 8 | 0
COc1ccc(S(=O)(=O)N2CCN(Cc3cccc(OC)c3)CC2)cc1 | 9 | -16
Nc1nc(NC(=O)Cc2ccccc2)nn1-c1ccccc1 | -6 | 4
Cc1n[nH]c(C)c1CCC(=O)N/N=C/c1c[nH]c2ccccc12 | 0 | 8
COc1cccc(C(=O)/C(C#N)=N/Nc2cccc(-c3ccnc(C)n3)c2)c1 | 1 | -3
CCN1CCN(C(c2ccccc2)c2sc3nc(C)nn3c2O)CC1 (stereo not given) | 4 | 11
COC(=O)C1=C(N)OC2=C(C(=O)CC(C)(C)C2)C1c1ccccc1OCC#N (stereo not given) | -10 | 9
CN(C)CC(=O)N1CCc2ccccc2C1 | 6 | -16
CC(OC(=O)c1ccccc1NS(=O)(=O)c1cccc(C(F)(F)F)c1)C(=O)N(C)Cc1ccccc1 (stereo not given) | 0 | 6
O=C(CSc1ncnc2c1cnn2-c1ccccc1)NC1CCS(=O)(=O)C1 (stereo not given) | 9 | 7
CCOC(=O)N1CCN(C(=O)C(CC(C)C)NS(=O)(=O)c2ccc(C)cc2)CC1 (stereo not given) | -3 | 13
CCOC(=O)c1ccc(NC(=O)c2cc(F)c(F)cc2Cl)cc1 | -2 | 11
Cc1ccc(NC(=O)CCN2C(=O)C3CC=CCC3C2=O)cc1Cl (stereo not given) | 2 | -3
CC(C)OC(=O)c1cc2c(=O)[nH]c(C(Cl)(Cl)Cl)nc2o1 | -12 | 10
O=C(COC(=O)CCC(=O)c1ccc(Cl)cc1)NCc1ccco1 | -22 | 23

# Next results follow.
compound | TAG inh DAPI viability | TAG inh
CCCN1CCC(NC(=S)Nc2ccc(OC)c(OC)c2)CC1 | -8 | 9
COc1ccccc1C(=O)NC(=O)COC(=O)CNC(=O)c1ccc(Cl)cc1Cl | -1 | -3
CC1(C)Cc2c(cnn2-c2ccccc2)C(NC(=O)CCCn2cncn2)C1 (stereo not given) | -1 | 8
CCOc1ccc(C=NC23CN4CN(CN(C4)C2)C3)cc1 | -3 | -12
CCN(CC)C1Oc2cc3c(cc2C(c2cccc(OC)c2O)C1C)OCO3 (stereo not given) | -11 | 2
COc1cc(/C=N\NC(C)=O)ccc1OC/C=C/c1ccccc1 | 0 | -13
COC(=O)CSc1nsc(SCC(=O)OC)n1 | -4 | -1
Cc1cc(NC(=O)c2ccc(Cl)cc2Cl)no1 | 7 | -13
CCN(CC)C(=O)CN(c1cc2c(cc1OC)oc1ccccc12)S(=O)(=O)c1ccc(C)cc1 | -8 | 8
O=C(O)c1cc2n(n1)C(C(F)(F)F)CC(c1ccco1)N2 (stereo not given) | -8 | 1
CSC1=C(C#N)C(=O)NC(c2ccccc2O)S1 (stereo not given) | 1 | 8
O=C(CN1C(=O)NC2(CCCC2)C1=O)Nc1nc(-c2ccc(F)cc2)cs1 | -11 | -10
CCOC(=O)C1CCN(C(=O)C(C)Sc2nnc3ccccn23)CC1 (stereo not given) | 0 | 0
COc1ccc2cc(-c3cccnc3)ncc2c1 | 3 | -5
CC(C)N(C(=O)CSc1nnc(Cc2csc(Nc3ccccc3)n2)o1)C(C)C | 2 | 4
Cn1c(=O)cc(SCC(=O)NCCCN2CCOCC2)c2ccc(Cl)cc21 | 16 | 4
COc1ccc(NC(=O)CNC(=O)C23CC4CC(CC(C4)C2)C3)c(OC)c1 | -10 | 5
Cc1ccc([C@H]2N[C@]3(CCCN(Cc4ccc(Cl)cc4)C3=O)[C@H]3C(=O)N(Cc4ccccc4)C(=O)[C@@H]23)cc1 | 9 | 8
O=c1/c(=C/c2ccccn2)sc2nc3ccccc3n12 | -7 | 3
COc1ccc(C)cc1S(=O)(=O)Nc1cccc(Cl)c1 | 19 | -29
Cc1cc(/C=C2\C(=N)N3N=C(S(C)(=O)=O)SC3=NC2=O)c(C)n1Cc1ccccc1 | -9 | -4
CC(C)C[C@@H](COc1ccccc1)N1CCN(CCc2ccccc2)CCC1=O | -1 | 4
O=C(NCc1cccnc1)c1c[nH]c2cc3c(cc2c1=O)OCCO3 | -1 | -1
Cn1c(=O)[nH]c2sc3c(c2c1=O)CC(C)(C)OC3 | 4 | -8
CCC(c1nnnn1C1CCCC1)N1CCN(c2ccccc2F)CC1 (stereo not given) | 8 | 2
CC(=O)Nc1ccc(C(=O)NNC(=O)c2csc(N3CCOCC3)n2)cc1 | 2 | -1
CCN(CC)S(=O)(=O)c1ccc(C(=O)NCC(=O)NC2CC2)cc1 | 6 | 7
COc1ccc(C(=O)Nc2ccc(NC(=O)C(C)C)nc2)cc1 | -1 | -2
COc1ccccc1-c1noc2ncnc(Nc3ccc4c(c3)OCO4)c12 | 0 | -11
N#CC1(NC(=O)CN2C(=O)c3ccccc3C2=O)CCCCC1 | -1 | 4

# Quoted from the results shown (17 entries):
compound | TAG inh DAPI viability | TAG inh
COc1ccccc1-c1cc(C(=O)N/N=C/c2ccc(C)o2)c2ccccc2n1 | 4 | 3
CCCSc1nsc(SCCC)c1C#N | -6 | -4
COC(=O)C(Cc1cncn1COCc1ccccc1)NC(=O)OC(C)(C)C (stereo not given) | -11 | 11
COc1ccc(N(C(=O)Cc2cccs2)C(C(=O)NC2CCCCC2)c2cccn2C)cc1OC (stereo not given) | 7 | 0
CCc1nc2c(OCCOc3ccc(F)cc3)cccn2c1N(C)C(=O)c1ccco1 | -6 | -9
Cc1cccnc1NC(=O)c1sc2ccccc2c1Cl | 7 | -6
Cn1c(N)c(C#N)c2c(c1=S)CSC(C)(C)C2 | 14 | -17
COc1ccccc1-c1nn(Cc2ccccc2)cc1C(=O)NCC(c1ccco1)N1CCCC1 (stereo not given) | -1 | 1
O=C1NC(=O)C(=Cc2ccco2)S1 | 0 | -7
CN1C(=O)N(CC(=O)Nc2sccc2C(N)=O)C(=O)C12CCCCC2 | -5 | 1
CCOC(=O)[C@@H]1[C@H]2COc3cc(OC)ccc3[C@@H]2N2C(=O)N(c3ccc(Cl)cc3)C(=O)[C@]12C | -4 | 2
COc1ccc(/C=C2\CCc3ccccc3C2=O)cc1Cn1cccn1 | -13 | -27
O=C(O)c1cccc(NC(=O)c2ccc3c(c2)C(=O)N(CC2CCCO2)C3=O)c1 (stereo not given) | 10 | -3
CC(C)NC(=O)Nc1ccc2c(c1)C(=O)N([C@H](C)CO)C[C@H](C)[C@@H](CN(C)C(=O)Nc1ccc(C(F)(F)F)cc1)O2 | 0 | 4
Cc1cc(C)c(C(=O)CN2C(=O)NC3(CCCCCC3)C2=O)cc1C | -1 | -10
CN(Cc1ccccc1)c1nc2c(c(=O)[nH]c(=O)n2C)n1CCOc1ccccc1 | 8 | 0
COc1ccc(S(=O)(=O)N2CCN(Cc3cccc(OC)c3)CC2)cc1 | 9 | -16

# Next entries.
compound | TAG inh DAPI viability | TAG inh
Cc1ccc2oc(=O)c(/C=C(\O)c3cccs3)nc2c1 | 6 | 3
COC(=O)c1ccc(Cn2cc(C(F)(F)F)cc([N+](=O)[O-])c2=O)cc1 | -4 | 14
Cc1ccc2nc(/C(C#N)=C/c3ccccc3C(=O)O)[nH]c2c1 | 1 | 0
Cc1cc(CN2CCC(n3nccc3NC(=O)c3ccccc3C)CC2)n[nH]1 | -6 | 11
c1ccc(CNc2nc3ccccc3n3cnnc23)cc1 | -6 | -25
O=C(NCCN1CCOCC1)c1ccc(CS(=O)(=O)Cc2ccccc2F)o1 | -1 | 2
CN1CCN(c2ccccc2NC(=O)C(Cc2ccccc2)n2cccc2)CC1 (stereo not given) | -2 | -12
O=c1oc2ccc3ccccc3c2c2c1SC(C(F)(F)F)C2 (stereo not given) | 4 | 4
CN(C(=O)C1CCC(=O)N(C2CC2)C1)C1CCCCC1 (stereo not given) | -6 | 3
O=C(c1ccc2c(=O)n(C3CCCC3)c(=S)[nH]c2c1)N1CCCCCC1 | -4 | -16
CCOc1ccc(OCc2ccc(C(=O)Nc3cccnc3)o2)cc1 | -14 | 21
CCCn1c(SCC(=O)N2CCN(C(C)=O)CC2)nc2sc3c(c2c1=O)CCC3 | -5 | -5
CCOC(=O)C1(CC2CCCCO2)CCN(Cc2cc(F)ccc2-n2cccn2)CC1 (stereo not given) | 10 | -1
COc1ccc(OC)c(/C=N/NC(=O)CC(=O)NCc2ccccc2)c1 | 6 | 1
CC(=O)NC(=S)NNC(=O)COc1ccc(Br)cc1 | -11 | -3
O=C(Nc1nc(-c2ccc(F)c(F)c2)cs1)c1cnccn1 | 0 | 10
CCOc1ccccc1NC(=O)COc1coc(CN2CCCc3ccccc32)cc1=O | -3 | -9
COc1ccc(N(C=O)C(=S)SC)cc1 | 5 | 4
C[C@@H]1CN([C@@H](C)CO)S(=O)(=O)c2ccc(Br)cc2O[C@H]1CN(C)C(=O)c1ccc2c(c1)OCO2 | -7 | -7
O=c1[nH]c2cc3c(cc2cc1CN(CCc1ccccc1)C(=S)NCCCN1CCOCC1)OCCO3 | 19 | 13
O=C(Nc1sc2c(c1-c1nc3ccccc3[nH]1)CCCC2)C1CCCC1 | 50* | 58*
CCN(C(=O)CSc1nc(C)cc(=O)[nH]1)C1CCCCC1 | 1 | 10
COCCNc1nc(-c2ccccc2F)c2sc(-c3ccccc3)cc2n1 | -22 | 18
O=C(NO)c1ccc(C(=O)N(C2CCCCC2)C2CCCCC2)cc1 | 26 | -19
O=C(COC(=O)c1ccccc1[N+](=O)[O-])NNC(=O)c1cccs1 | -4 | 6
Cc1ccc(N(CC(=O)NCC2CCCO2)C(=O)CCC(=O)Nc2ccccn2)cc1C (stereo not given) | 3 | 13
Cc1ccc(S(=O)(=O)NCC(=O)OCCOc2cccc(Cl)c2)cc1 | 8 | 26
CC(=O)OC(C)(CCC(C)(OC(C)=O)C(C)=O)C(C)=O (stereo not given) | 2 | 3
CNC(=S)N(Cc1cc2ccc(OC)cc2[nH]c1=O)CC1CCCO1 (stereo not given) | 1 | -4
C=C1C(=O)OCC2C(C(=O)O)=CC3C(C)C(C)=CC123 (stereo not given) | -2 | 4

# Following part:
compound | TAG inh DAPI viability | TAG inh
CNC(=O)CN(c1cc(C)ccc1C)S(C)(=O)=O | 15 | -11
CC1=C(C(=O)Nc2ccccc2)C(c2ccco2)C(C#N)=C(SCC(=O)OC(C)C)N1 (stereo not given) | 8 | 4
COc1ccc2c(c1)Cc1c-2cc(Br)c(N)c1Br | -3 | 1
COc1cccc(C(=O)NC(=S)Nc2ccccc2N2CCCCC2)c1 | 2 | -39
COc1ccc(Cl)cc1NC(=O)CCCn1c(=O)c2cccn2c2cccnc21 | 2 | 17
COc1cccc(OC)c1C(=O)NC(=S)Nc1cccc(NC(=O)c2ccco2)c1 | -4 | -4
Cc1nn(-c2ccccc2)c(C)c1C(=O)OCC(=O)N1c2ccccc2NC(=O)C1(C)C | -4 | 12
CC(C)CCN1CCNC(=O)C1CC(=O)N(C)CCCN1CCOCC1 (stereo not given) | -4 | 5
O=[N+]([O-])/C=C/c1c(OCc2ccccc2)ccc2ccccc12 | -96 | 168
Cc1cc2ncn(CC(O)COC3CCCCC3)c2cc1C (stereo not given) | 6 | -3
COc1ccc(OC)c(CN2CCN(Cc3cccc4ccccc34)CC2)c1 | 28 | -5
C=CCN1C(=O)c2ccc(C(=O)OCC(=O)N3CCN(c4ccccc4)CC3)cc2C1=O | -1 | -18
O=C(CCNC(=O)c1ccc(Cl)cc1)NCC(c1ccco1)N1CCCCC1 (stereo not given) | -3 | 12
O=C1CC(N2CCN(S(=O)(=O)c3ccccc3F)CC2)C(=O)N1c1ccc(F)cc1F (stereo not given) | -5 | 7
CCOC(=O)c1c(-c2ccc(OC)cc2)cn2ccccc12 | 14 | -6
CC1CCN(CCCNC(=O)c2ccc3c(=O)n(CCc4ccccc4)c(=O)[nH]c3c2)CC1 | 16 | 24
Cc1cc(C)n2nc(C)c(-c3ccccc3)c2n1 | -1 | -6
CC(C)CCn1nnnc1C(c1ccccc1)N1CCN(C)CC1 (stereo not given) | 1 | -9
Cc1cc(NC(=O)COC(=O)C2CCC(=O)N2)c([N+](=O)[O-])cc1C (stereo not given) | 5 | -18
Cc1ccn(CC(=O)N2N=C(C(F)F)CC2(O)C(F)F)n1 (stereo not given) | 7 | 0
CC(C)(C)NC(=O)CSc1nnc(C2CC2)n1Cc1ccccc1 | -7 | 18
c1ccc(-c2nc(N3CCCCCC3)nc(-n3ccnc3)n2)cc1 | -3 | 29
O=C1OC2CCC1(c1ccccc1)C2 (stereo not given) | 4 | 11
Cn1c(Cn2c(=O)sc3ccccc32)nnc1SCc1ccccc1F | -19 | 24

# Assay outcomes as filed in PubChem.
